ERK EGF block: inhibitors of EGF-stimulated ERK signaling pathway. HEK293-V1b, EGF-stimulated phospho-ERK AlphaScreen. Potency, µM (titrated, usually from 11.5 µM), without a hit: at the highest dose activity change, negative = inhibition, hits mostly inhibitors. actives 0.41% (n = 130,000); active = well fitted inhibition curve with a large enough effect; inconclusive = small, poorly fitted or top-dose-only effect, or effect the other way;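 note: plate controls were stimulated vehicle wells for no effect and unstimulated vehicle basal for full effect; nearly all actives have a fitted effect of over 55% in size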
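Compounds are titrated over HEK293-V1b cells kept overnight in 1% FBS. After 30 min at 37C, EGF (25 nM final) triggers ERK phosphorylation for 5 min, measured by AlphaScreen in lysates.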
* marks the source's active call; other numbers are inactive results; ? = inconclusive; & = joins results of further samples; [ ] = another dose, or the depositor's remark. Potency is the fitted concentration of half-maximal effect. Some of the compounds tested; count on the stated rates, not on these rows.

no.	Molecule	ERK EGF block
1	CCC1=C(OC(=O)N(CC)CC)N2C(=O)OC(=NCC3CC3)[C@]2(C)[C@H]2C1=CC[C@H]1C(=O)N(CC(=O)OC)C(=O)[C@H]12	-1%
2	O=C(CN1C(=O)C2CC=CCC2C1=O)Nc1nc2ccccc2s1 (stereo not drawn)	33%
3	COC(=O)c1c(C)[nH]c(C(=O)NCc2ccco2)c1C	-2%
4	Cc1cccnc1NC(=O)c1cc2ccccc2oc1=O	-4%
5	CCOC(=O)c1nc(NCc2ccccc2C)c2ccccc2n1	7%
6	Cc1cccc(-c2nc3c(c(=O)c4ccccc4n3C)c(=O)n2-c2ccccc2)c1	-5%[57.5 µM]
7	Cc1cccc(N2C(=O)CSC23CCCCC3)c1	-6%
8	COC(=O)c1ccc(COc2ccc(C)cc2[N+](=O)[O-])o1	-2%[57.5 µM]
9	O=C(Cc1ccccc1)NCc1cccnc1	13%
10	Cc1ccccc1NC(=O)C1c2cccc[n+]2CC(=O)N1Cc1ccc2c(c1)OCO2 (stereo not drawn)	-2%
11	Cc1ccc2oc(-c3cccc(NC(=O)Cn4cnc5c(=O)n(C)c(=O)n(C)c54)c3)nc2c1	8%
12	COc1ccc(N(C(=O)c2ccco2)C(C(=O)NC2CCCCC2)c2cccs2)cc1OC (stereo not drawn)	-5%
13	Cc1nnc(N/N=C/c2ccccn2)[nH]c1=O	-15%[57.5 µM]
14	CCOc1ccccc1NC(C)C(=O)Nc1cc(C(F)(F)F)ccc1N1CCOCC1 (stereo not drawn)	-2%
15	O=C(Cc1ccccc1)NN1C(=O)C2C3C=CC([C@@H]2C1=O)C31CC1 (stereo partly drawn)	4%
16	Cc1cc(C(F)(F)F)nc(-n2cc(-c3ccccc3)nn2)n1	-1%
17	Cc1ccc(CNC(=O)c2ccc3c(=O)[nH]c4c(C(=O)NCC5CCCO5)sc(=S)n4c3c2)cc1 (stereo not drawn)	1%
18	CC(/C=N/NC(=O)CSc1n[nH]c(=O)[nH]c1=O)=C\c1ccccc1	-21%[57.5 µM]
19	CCCCN(CCCC)C(=O)c1sc2nc(N3CCOCC3)c3c(c2c1N)CCCC3	-1%[57.5 µM]
20	COc1cc(/C=C/C(=O)OCC(=O)NCc2cccs2)ccc1OCC#N	-1%
21	CC1=NN(c2ccc(C(=O)O)cc2)C(=O)/C1=C\c1ccc(OC(=O)c2cccs2)cc1	-5%
22	Cc1cc(NC(=O)CCC(=O)N(CC(=O)NCC2CCCO2)Cc2ccc(F)cc2)no1 (stereo not drawn)	4%
23	CCC(=Nc1ccccc1OC)C1=C(O)CC(c2ccccc2)CC1=O (stereo not drawn)	7%[57.5 µM]
24	COc1ccc(-c2nc3c(-c4ccc(Cl)cc4)cnn3cc2C)cc1F	?
25	CNC(=O)CN(c1cc([N+](=O)[O-])ccc1OC)S(C)(=O)=O	9%
26	Cc1cc(Nc2c(C)n(C)n(-c3ccccc3)c2=O)c2ccccc2n1	4%
27	O=C(NNC(=S)Nc1ccccc1)C1CCCCC1	0%
28	CCCn1c(C)nc2c(N3CCN(C)CC3)nc(C)nc21	-1%
29	CCCC(=O)OCC(=O)Nc1ccc([N+](=O)[O-])cc1C#N	3%[57.5 µM]
30	CCOC(=O)CN1C(=O)N[C@@H](c2ccc(Br)cc2)C(C(C)=O)=C1C	-5%&5%
31	COc1ccc(C(=O)C2CCCN(Cc3ccc(C#CCCO)cc3)C2)cc1F (stereo not drawn)	-2%
32	C/C(=N\NC(=O)C1(C)CC1(Br)Br)c1ccc([N+](=O)[O-])cc1 (stereo not drawn)	-1%[57.5 µM]
33	CC(N)=Nc1ccc([N+](=O)[O-])cc1	4%
34	O=C(CSc1nccc(=O)[nH]1)Nc1ccc(F)c([N+](=O)[O-])c1	4%
35	O=C(Cc1ccccc1)Nc1cccnc1	2%
36	Cc1ccc(NC(=O)Cn2c(=O)n(CCC(=O)NC3CCN(Cc4ccccc4)CC3)c(=O)c3ccccc32)cc1	-1%
37	CC(C)=CCC/C(C)=C/COc1ccc2ccc(=O)oc2c1	4%
38	O=C1/C(=C/c2ccco2)Cc2ccccc21	-9%
39	O=C(CCCOc1ccccc1)NC(=S)Nc1ccccc1	2%
40	CC1(C)CC2(CC(c3ccccc3)Oc3cc(O)ccc32)NC(=S)N1 (stereo not drawn)	-3%
41	CCOC(=O)C(=CNc1ccc(OC)cc1[N+](=O)[O-])C(=O)OCC	-1%[57.5 µM]
42	O=C(NCCCN1CCC(Cc2ccccc2)CC1)C1CCN(S(=O)(=O)N2CCC3(CC2)OCCO3)CC1	5%
43	Cc1c2cnn(CC(=O)N3CCN(c4ncccn4)CC3)c(=O)c2c(C)n1Cc1ccc(F)cc1	3%
44	CN1CCN(C2=C(Cl)C(=O)C(c3cnc(N4CCCCC4)s3)=C(Cl)C2=O)CC1	-17%
45	O=C(NCCCn1ccnc1)c1ccc(N2CCCCCC2)c([N+](=O)[O-])c1	?
46	CC(=O)c1c(C)oc2ccc(NS(=O)(=O)c3cccs3)cc12	-5%
47	Cc1cccc(NN=C2c3ccccc3-c3ccccc32)c1	-3%
48	Cc1ccc(OCC(=O)Nn2cnnc2)c(Br)c1	-8%
49	O=[N+]([O-])/C(C(Cl)=C(Cl)Cl)=C1\Nc2ccccc2O1	-2%[57.5 µM]
50	COc1ccc(CNC(=S)N/N=C/c2ccncc2)cc1	2%
51	CC(C)/C=C1\CC/C(=C\c2cccnc2)C1=O	2%
52	N#Cc1c(/N=C/c2cccnc2)sc2c1CCCC2	?
53	CC/C(=N/Nc1ccc(Cl)cc1)c1cnnc(SC)n1	0%
54	CCCCCCC(=O)N/N=C/c1ccco1	1%
55	COc1c(N2CCNC(C)C2)c(F)cc2c(=O)c(C(=O)O)cn(C3CC3)c12 (stereo not drawn)	3%
56	CC(C)N1CCN(Cc2ccoc2)CC1CCO (stereo not drawn)	-20%
57	CC(CCc1ccccc1)NC(=O)C1CCN(S(=O)(=O)N2CCOCC2)CC1 (stereo not drawn)	8%
58	O=C(COC(=O)c1ccc([N+](=O)[O-])o1)Nc1cccc2ccccc12	-4%
59	CC(=O)Nc1ccc(/C=N\NC(=O)CNS(=O)(=O)c2ccc([N+](=O)[O-])cc2)cc1	-2%
60	C=CCNC(=S)N/N=C/c1ccc(N(CC)Cc2ccccc2)cc1	3%

Looked up above.
CN1CCN(C2=C(Cl)C(=O)C(c3cnc(N4CCCCC4)s3)=C(Cl)C2=O)CC1 | ERK EGF block: -17%
C=CCNC(=S)N/N=C/c1ccc(N(CC)Cc2ccccc2)cc1 | ERK EGF block: 3%

More results follow.
no.	Molecule	ERK EGF block
61	CCN1C(=O)/C(=C\N(C(C)=O)c2ccccc2)OC1=S	4%
62	COC(=O)/C(C#N)=C/c1c(Oc2cc(C)cc(C)c2)nc2ccccn2c1=O	7%[57.5 µM]
63	COc1ccc(CCNc2ccc(C(CC(N)=O)NC(=O)Cc3ccc(Br)cc3)cc2[N+](=O)[O-])cc1 (stereo not drawn)	-6%[57.5 µM]
64	COc1ccc(NC(=O)CCC(=O)c2cccs2)cc1S(=O)(=O)Nc1ccccc1Cl	12%
65	Cc1ccc(NC(=O)CCC(=O)NNC(=O)CCc2ccccc2)c(C)c1	-2%
66	O=C(O)c1cccc(S(=O)(=O)Nc2cccc(S(=O)(=O)N3CCCCCC3)c2)c1	1%[57.5 µM]
67	CC(=O)Nc1ccc(-c2csc(Nc3ncccn3)n2)cc1	-2%
68	Cc1ccc(-n2c(=S)[nH]c3nc4c(cc3c2=O)COC(C)(C)C4)cc1	-13%
69	COc1cccc(/C(C)=N/NC(=O)c2cc(-c3cccnc3)nc3ccccc23)c1	0%
70	Cc1ccc(N2CCN(C(=O)Nc3cccc([N+](=O)[O-])c3)CC2C)cc1 (stereo not drawn)	?
71	C=CCCC1(C)C(=O)N(c2ccccc2)c2ccccc21 (stereo not drawn)	-3%
72	Cc1ccc(S(=O)(=O)n2ccnc2)cc1C	-3%[57.5 µM]
73	S=C(NCCOCCOCCNC(=S)Nc1ccccc1)Nc1ccccc1	2%[57.5 µM]
74	Cc1ccccc1NC(=O)Cn1c(=O)n(-c2ccc(CC(=O)NCC3CCCO3)cc2)c(=O)c2ccccc21 (stereo not drawn)	1%
75	COc1ccc(CCNC(=O)COc2ccc(N(C)S(=O)(=O)c3ccc(Cl)cc3)cc2)cc1	-6%
76	COc1cccc(NC(=O)CN(c2ccc3c(c2)OCO3)S(C)(=O)=O)c1	-2%
77	CCc1ccccc1-n1nnnc1-c1cnccc1C(F)(F)F	-11%[57.5 µM]
78	C=C(C)CN(CC)C(=O)CCc1nnc(CCc2c[nH]c3ccccc23)o1	-16%[57.5 µM]
79	Clc1ccccc1/C=C/c1nc(-c2ccccn2)no1	7%[57.5 µM]
80	Cc1ccc(Cl)c(NC(=O)COC(=O)CNS(=O)(=O)/C=C/c2ccccc2)c1Cl	2%
81	CCn1c(=O)cc(OCC(=O)NCCc2cccc(C)c2)c2ccccc21	6%
82	Cc1ccc(-n2c(N)c(C(=O)Nc3c(C)n(C)n(-c4ccccc4)c3=O)c3nc4ccccc4nc32)cc1C	-3%
83	COC(=O)c1ccccc1N1CCS(=O)(=O)CC1	7%
84	O=C1COc2ccc(C(=O)CSc3nnc(NCc4ccccc4)s3)cc2N1	4%[57.5 µM]
85	O=C(O)CCc1nc2cc3ccccc3cc2[nH]1	-9%
86	CC(C)c1ccccc1OCCNC(=O)c1cccnc1	2%
87	O=C(OCC(=O)c1ccc[nH]1)c1ccc2ccccc2n1	-1%
88	CC(O)[C@H]1CN=C(N)N1CCCCC1CCCCC1 (stereo partly drawn)	1%[57.5 µM]
89	CN(c1ccccc1)S(=O)(=O)c1ccc(Cl)c(C(=O)NCCc2c[nH]c3ccccc23)c1	-1%
90	CCOc1ccc(/C=C/C(=O)c2cccs2)cc1	7%

Next part, starting with the last 6 of the part before.
no.	Molecule	ERK EGF block
85	O=C(O)CCc1nc2cc3ccccc3cc2[nH]1	-9%
86	CC(C)c1ccccc1OCCNC(=O)c1cccnc1	2%
87	O=C(OCC(=O)c1ccc[nH]1)c1ccc2ccccc2n1	-1%
88	CC(O)[C@H]1CN=C(N)N1CCCCC1CCCCC1 (stereo partly drawn)	1%[57.5 µM]
89	CN(c1ccccc1)S(=O)(=O)c1ccc(Cl)c(C(=O)NCCc2c[nH]c3ccccc23)c1	-1%
90	CCOc1ccc(/C=C/C(=O)c2cccs2)cc1	7%
91	CCC(=O)Nc1c(S(=O)(=O)c2ccccc2)c2nc3ccccc3nc2n1C(C)c1ccccc1 (stereo not drawn)	-7%
92	O=C(CCc1ccccc1)NC(=S)Nc1cccc(Br)c1	6%
93	CC(C)CCN1NC2(CCCC(C)C2)NC1=S (stereo not drawn)	8%[57.5 µM]
94	O=C(CNC(=O)OCc1ccccc1)NC1CCCCCC1	-3%[57.5 µM]
95	c1ccc(CC2CCN(c3ncnc4sccc34)CC2)cc1	0%
96	O=C(CSc1nc2ccccc2[nH]1)N=Nc1c(O)[nH]c2ccccc12	6%
97	Cn1cnnc1SCC(=O)NN1C(=O)NC(C)(c2ccccc2)C1=O (stereo not drawn)	3%[57.5 µM]
98	CC/C(=N/Nc1ccccc1Cl)c1cnnc(-c2ccccc2)n1	-3%
99	Cc1cc(C)nc(NC(=O)c2c(-c3ccccc3Cl)noc2C)c1	4%
100	CCC(=O)Nc1ccc(C(=O)NNC(=O)C(c2ccccc2)c2ccccc2)cc1	18%
101	NC(=O)CC(NC(=O)c1ccccc1)c1ccc(NCCc2ccc(F)cc2)c([N+](=O)[O-])c1 (stereo not drawn)	?
102	CCC(C)NC(=O)Cn1nc(C(F)(F)F)c2c1CCC2 (stereo not drawn)	-10%
103	CC1CCCC(C)N1C(=O)C1CCCCC1 (stereo not drawn)	17%
104	CN(C)C(=O)CSc1n[nH]c(=O)[nH]c1=O	-4%
105	CCC(Sc1nncn1C)C(=O)Nc1cc(C)on1 (stereo not drawn)	5%
106	Cc1ccc(N=C2CCCCCN2C)c(C#N)c1	2%
107	O=C(NCC(=O)N(Cc1cccs1)C(C(=O)NC1CCCCC1)c1cccnc1)c1ccco1 (stereo not drawn)	3%
108	CCOC(=O)c1c(N)nn(C(=O)CC)c1-c1ccccc1	-2%
109	CCCOC(=O)C1C2C=CC3(CN(c4cccc(Cl)c4)C(=O)C13)O2 (stereo not drawn)	2%
110	COc1ccc(C(=O)Nc2cc(OC)c(Cl)cc2OC)cc1	7%
111	CCCOCc1ccc(O)c2ncccc12	-10%[57.5 µM]
112	C/C(=N\NC(=O)c1ccc(NS(=O)(=O)c2cccs2)cc1)c1ccc(Cl)cc1	7%
113	COc1n[nH]c(C(=O)NCc2ccccc2)c1[N+](=O)[O-]	1%
114	Oc1cccc2cnccc12	1%[57.5 µM]
115	CN1CCc2ccccc2C1Cc1ccccc1NC(=O)c1sc2ccccc2c1Cl (stereo not drawn)	-2%[57.5 µM]
116	CC(=O)c1c(C)[nH]c(=S)c(C#N)c1-c1ccc(Cl)cc1	4%[57.5 µM]
117	Cc1cccc(NC(=O)CN2CCSc3ccccc32)c1	-6%
118	COc1ccc(N2CC(NC(=O)N3CCc4ccccc43)CC2=O)cc1OC (stereo not drawn)	2%
119	Cc1cc(C=C2C(=O)c3ccccc3C2=O)c(C)n1C	5%
120	Cc1nc(CNS(=O)(=O)c2ccccc2F)cs1	8%
121	Cc1ccc(N(CC(O)Cn2nc(C)cc2C)S(=O)(=O)c2ccc3ccccc3c2)cc1 (stereo not drawn)	7%
122	O=C(NNc1ccccc1[N+](=O)[O-])Nc1cccc(Cl)c1	-7%[57.5 µM]

Screening data: PubChem, National Center for Advancing Translational Sciences (NCATS)
